Tb PGK inh: blocks T. brucei phosphoglycerate kinase; AID 602233; 0.043% of 380,000 active; PGK/GAPDH coupled, Kinase-Glo luminescence, 60 min; P07378; Potency, µM (doses to about 57.5 µM), inactives show at the highest dose activity change, negative = inhibition, actives largely listed as inhibitors; further: on the % scale 0 is the no-effect control and ±100 the full control effect; nearly all actives have a fitted effect of over 60% in size
Target sequence (P07378 whole entry, looked up): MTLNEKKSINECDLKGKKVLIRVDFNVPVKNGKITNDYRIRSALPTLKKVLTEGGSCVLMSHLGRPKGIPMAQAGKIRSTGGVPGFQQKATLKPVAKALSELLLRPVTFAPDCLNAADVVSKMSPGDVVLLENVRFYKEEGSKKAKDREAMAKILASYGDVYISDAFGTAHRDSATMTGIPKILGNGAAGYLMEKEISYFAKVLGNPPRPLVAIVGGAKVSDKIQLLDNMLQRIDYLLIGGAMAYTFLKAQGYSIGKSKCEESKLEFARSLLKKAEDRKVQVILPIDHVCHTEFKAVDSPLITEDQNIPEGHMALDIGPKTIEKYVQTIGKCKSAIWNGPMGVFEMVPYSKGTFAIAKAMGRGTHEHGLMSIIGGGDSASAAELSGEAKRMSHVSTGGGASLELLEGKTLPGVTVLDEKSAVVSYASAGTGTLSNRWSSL
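Recombinant glycosomal PGK reaction used 1,3-bisphosphoglycerate generated in-well by GAPDH (100nM final) in 100mM TEA pH 7.6, 5mM MgCl2, 0.01% Tween-20. After 60 minutes at room temperature, ATP was read by Kinase-Glo Plus luminescence end-point.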
GLS inh: blocks human kidney-isoform glutaminase activity. GLS enzymatic activity, qHTS titration. AID 624170. O94925. 0.21% of 410,000 active. Potency, µM (titrated, usually from 45.5 µM), inactives show top-dose activity change, negative = inhibition, hits mostly inhibitors; further: on the % scale 0 is the no-effect control and ±100 the full control effect
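Assay buffer: 45 mM KH2PO4 pH 8.2, 0.02% Tween-20. hKGA acts on L-glutamine (1 mM solution added); product glutamate is reported by an oxidase/peroxidase Amplex Red coupling, with fluorescence taken at baseline and 30 min.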
Pol iota inh: inhibitors of human DNA polymerase iota | AID 588590 | Q9UNA4 | 1% of 390,000 active | Potency, µM (titrated, usually from 115 µM), inactives show at the highest dose activity, negative = inhibition, actives largely listed as inhibitors | Pol iota fluorescent replication assay, 10 min
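Fluorescent replication assay read twice, at 0 min and 10 min after adding 50 nM (final) substrate. Enzyme (10 nM) and compounds were first incubated 15 min at room temperature; enzyme-free buffer wells were negative controls.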
BAZ2B block: blocks human BAZ2B; Q9UIF8; AlphaScreen BAZ2B-H3K14Ac peptide displacement; Potency, µM (doses to about 114 µM), for the others: at the top dose activity change, negative = inhibition, usual class: inhibitors; 4.4% of 360,000 active; AID 504333; further: on the % scale 0 is the no-effect control and ±100 the full control effect; nearly all actives have a fitted effect of over 60% in size
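Inhibition is scored as reduced AlphaScreen emission. The BAZ2B/b-H3(5-23)K14Ac complex (50 nM each) in PBS pH 7.4, 0.01% Tween-20 meets compound (up to 110 uM) for 30 min at RT before bead addition.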
BLM helicase inh: blocks DNA unwinding by human BLM helicase. recombinant BLM DNA unwinding, fluorescence dequenching. Potency, µM (doses to about 56.1 µM), for inactives: top-dose activity change, negative = inhibition, usual class: inhibitors. 0.2% of 350,000 active. AID 2528;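 further: plate controls were vehicle for no effect and no enzyme for full effect; nearly all actives have a fitted effect of over 35% in size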
HP1b chromo inh: blocks HP1-beta chromodomain binding to methylated histone tails | 0.56% of 390,000 active | AlphaScreen HP1-beta / biotin-H3K9me3 peptide binding | Potency, µM (series often up to 114 µM), inactives show at the top dose activity change, negative = inhibition, actives largely listed as inhibitors | P83916; further: nearly all actives have a fitted effect of over 70% in size; inactives centre near 23
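AlphaScreen: HP1-beta (50 nM) preformed 30 min with biotin-H3(1-18)K9me3 peptide (50 nM) in PBS pH 7.4, 0.01% Tween-20. Compound added for 30 min at RT, then streptavidin donor/nickel chelate acceptor beads (10 ug/mL) for 30 min.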
G9a block: blocks human histone lysine methyltransferase G9a | Q96KQ7 | G9a H3K9 monomethylation, AlphaScreen, 2 h | Potency, µM (top dose mostly 102 µM), without a hit: top-dose activity, negative = inhibition, usual class: inhibitors | 8.8% of 350,000 active | AID 504332; further: on the % scale 0 is the no-effect control and ±100 the full control effect; nearly all actives have a fitted effect of over 75% in size
Target sequence (Q96KQ7 913-1193 limits assumed): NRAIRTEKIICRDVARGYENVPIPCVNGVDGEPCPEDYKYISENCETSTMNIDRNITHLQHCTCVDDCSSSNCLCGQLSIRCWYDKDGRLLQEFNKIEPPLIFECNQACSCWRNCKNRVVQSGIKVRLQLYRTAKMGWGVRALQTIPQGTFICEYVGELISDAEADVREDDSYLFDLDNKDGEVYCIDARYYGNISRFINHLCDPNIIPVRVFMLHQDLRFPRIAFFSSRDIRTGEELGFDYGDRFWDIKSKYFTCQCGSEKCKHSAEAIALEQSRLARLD
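G9a (20 nM) preincubated 15 min RT with compounds, then 500 nM biotinylated H3K9 peptide and 20 uM SAM added; 2 h RT reaction. Monomethyl-H3K9 product detected by AlphaScreen with anti-H3K9me1 antibody, streptavidin donor and anti-rabbit IgG acceptor beads.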
JMJD2A Tudor: blocks the human JMJD2A Tudor domain. O75164. AlphaScreen JMJD2A-Tudor / H3K4me3 peptide binding. Potency, µM (top dose mostly 114 µM), without a hit: top-dose activity change, negative = inhibition, most hits filed as inhibitors. 4.4% of 390,000 active; further: on the % scale 0 is the no-effect control and ±100 the full control effect; nearly all actives have a fitted effect of over 50% in size
Pin1 inh: inhibitors of human Pin1. Q13526. Pin1 FP peptide displacement, HiFluor488, 10 min. Potency, µM (top dose mostly 115 µM), without a hit: top-dose activity, negative = inhibition, most hits filed as inhibitors. 0.009% of 390,000 active. AID 504891; active means well fitted inhibition curve with a large enough effect in the polarisation, with a control signal flat, not every such curve was filed as active; inconclusive means small, poorly fitted or top-dose-only effect, or effect the other way, or a change in a side signal; inactive means no such curve, though single readings can be large or run the other way; the % refers to the polarisation; further: on the % scale 0 is the no-effect control and ±100 the full control effect
Target sequence (Q13526 whole entry, looked up): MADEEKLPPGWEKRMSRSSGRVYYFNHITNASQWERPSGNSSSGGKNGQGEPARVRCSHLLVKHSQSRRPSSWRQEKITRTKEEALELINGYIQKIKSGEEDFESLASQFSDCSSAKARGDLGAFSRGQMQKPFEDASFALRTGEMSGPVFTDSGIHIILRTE
Numbers without * were called inactive; i = inactive; ? = inconclusive; nt = not tested or not shown; [ ] = dose if it differs, or a comment. Unless noted, the call rests on the fitted dose curve; in most records, active means well fitted curve in the direction sought with a large enough effect; inconclusive means small, poorly fitted or top-dose-only effect, or another doubt; inactive means no such curve, though single readings can be large; an effect the other way counts as inactive or inconclusive. Potency means the concentration at half of the fitted maximal effect. Some of the compounds tested. The share of hits here may be higher or lower than overall.

no.	compound	Tb PGK inh	GLS inh	Pol iota inh	BAZ2B block	BLM helicase inh
1	Cc1cc(-c2ccc(S(=O)(=O)N3CCN(c4ccc(Cl)cc4)CC3)s2)on1	-8%	-5%	-2%	2%	-5%
2	OCCOCCn1c(CCNc2nc(-c3ccc(F)cc3)cs2)nc2cc(C(F)(F)F)ccc21	2%	3%	37%[activator]	nt	nt
3	CCOc1ccc(/C=N/NC(=O)c2ccccc2C)cc1CN1CC2CC(C1)c1cccc(=O)n1C2 (stereo not given)	7%	17%	15%	-29%	nt
4	Cc1sc(NC(=O)c2cccs2)c(C(=O)OC(C)C)c1C	4%	12%	6%	44%[activator]	-8%
5	Cc1ccccc1N1CC(C(=O)N2CC(C)OC(C)C2)CC1=O (stereo not given)	-2%	9%	16%	0%	-9%
6	COCCNC(=O)c1ccc(C)cc1C	-8%	-3%	17%	-5%	0%
7	CCc1c(C)sc(NC(=O)c2ccco2)c1C(=O)N1CCOCC1	-7%	?	2%	7%	-1%
8	O=C(O)CCC(=O)N1CCc2cc(S(=O)(=O)NCCc3ccc(Cl)cc3)ccc21	5%	-1%	-15%	-5%	1%
9	CCCCOc1ccc(C(=O)Nc2ccc(N3CCN(C(C)=O)CC3)cc2)cc1	-5%	2%	27%	3%	-3%
10	Cc1ccc(CCNC(=O)CCn2nc(-c3ccc(C)cc3)ccc2=O)cc1	-10%	-1%	3%	28%	1%
11	Cc1ccc(-n2cccc2/C=C2/C(=N)N3C(=NC2=O)SN=C3S(C)(=O)=O)cc1Cl	-9%	-4%	22µM*	45µM*	28µM*
12	CCOC(=O)C1=C(c2ccccc2)c2ccc(OC)cc2N(S(=O)(=O)C(F)(F)F)C1C(=O)OCC (stereo not given)	-9%	-3%	-18%	nt	-7%
13	Cc1ccc(Cl)cc1Nc1nc(-c2sc(NC(=O)C(C)(C)C)nc2C)cs1	-13%	0%	-10%	56µM*	-6%
14	OCC[C@H]1C[C@H](O)[C@@H](O)[C@@]2(Cc3ccccc3CO2)O1	2%	5%	6%	-2%	nt
15	COc1cccc(C(=O)CSc2nccn2C)c1	-9%	0%	32%	-9%	0%

no.	HP1b chromo inh	G9a block	JMJD2A Tudor	Pin1 inh
1	29%	2%[59 µM]	1%	11%
2	16%	nt	-30%	7%
3	2%	0%[0.501 µM]	-26%	?
4	231%[activator]	42%[activator][59 µM]	45%[activator]	?
5	2%	18%	-8%	-8%
6	33%	17%	-14%	7%
7	?	?	-13%	-21%
8	8%[57 µM]	?	-5%	0%
9	36%	-4%	-13%	2%
10	49%[activator]	8%[59 µM]	-14%	-4%
11	-35%	50µM*	45µM*	-4%
12	53%[activator]	-50%[59 µM]	8%	0%
13	13%	?	?	23%
14	32%	-12%[2.33 µM]	-5%	?
15	5%	50µM*	-10%	-7%

The results go on:
no.	compound	Tb PGK inh	GLS inh	Pol iota inh	BAZ2B block	BLM helicase inh
16	O=C1NC(=Nc2ccccc2)/C(=C/c2ccco2)S1	-7%	5%	?	50µM*	-21%
17	O=C(NCc1nnc(SCC(=O)N2CCN(c3ccccc3)CC2)o1)c1c(F)cccc1F	-1%	20%	15%	-1%	-2%
18	CCc1nc2ccccc2c(C(=O)OCC(=O)NCc2ccc3c(c2)OCO3)c1C	5%	20%	7%	-11%	-8%
19	Cn1ccnc1SCCNC(=O)CCc1nnc(CCCCc2ccccc2)o1	-7%	-18%	7%	-20%	0%
20	O=C1NC(=S)NC1(c1ccccc1)c1ccccc1	0%	-9%	99%[activator]	nt	nt
21	COc1cccc(NC(=O)c2oc3ccccc3c2NC(=O)c2ccc(OC(C)C)cc2)c1	-1%	-8%	0%	-12%	-8%
22	COc1ccc(C)cc1NC(=O)C(Cc1ccccc1)NS(=O)(=O)c1cccs1 (stereo not given)	-6%	-15%	9%	9%	-4%
23	CC1CN(S(=O)(=O)c2cn(C)c(=O)n(C)c2=O)CC(C)O1 (stereo not given)	4%	2%	?	-4%	-2%
24	CCOc1cc(NC(=S)NCC2CCCO2)c(OCC)cc1NC(=O)c1ccccc1F (stereo not given)	i	-27%	51%[activator]	?	-15%
25	Cc1cccc(NC(=O)C2CC(=O)N(c3ccc4c(c3)OCCO4)C2)n1 (stereo not given)	-2%	0%	9%	-17%	nt
26	COc1ccc(-c2nn(-c3ccccc3)cc2/C=C(\C#N)S(=O)(=O)c2ccccc2)cc1OC	5%	16%	5%	-4%	-4%
27	Cc1ccc(-c2cc(C(=O)OC3CCOC3=O)c3ccccc3n2)c(C)c1 (stereo not given)	-6%	-5%	136%[activator]	-5%	-12%
28	CC(C)N1C(=O)CCC1C(=O)N1CCC(Cc2ccccc2)CC1 (stereo not given)	-8%	-10%	-9%	0%	5%
29	Cc1cc(C)n(S(=O)(=O)c2cccc(Cl)c2Cl)n1	-5%[11.5 µM]	-1%	17%	29%	-4%
30	Cc1cc(SC2CCOC2=O)nc2ccccc12 (stereo not given)	-8%	3%	34%	4%	3%

no.	HP1b chromo inh	G9a block	JMJD2A Tudor	Pin1 inh
16	22%	11µM*	-29%	-4%
17	11%	nt	0%	3%
18	20%	13%[59 µM]	-13%	11%
19	50%[activator]	-18%	-5%	-6%
20	40%[activator]	nt	-1%	-2%
21	28%	-19%[59 µM]	-16%	20%
22	12%[57 µM]	26%[59 µM]	-17%	5%
23	26%	8%	-9%	10%
24	?	?	?	-3%
25	33%	11%[12.7 µM]	-17%	1%
26	38%	-12%[59 µM]	1%	13%
27	43%	-5%	-7%	3%
28	46%[activator]	7%	-9%	8%
29	21%	15%[59 µM]	-4%	-5%
30	38%	?	-5%	-1%

The list continues:
no.	compound	Tb PGK inh	GLS inh	Pol iota inh	BAZ2B block	BLM helicase inh
31	CCOC(=O)Nc1ccc2c(c1)N(C(=O)CN1CCN(C)CC1)c1ccccc1S2	3%	7%	?	?	0%
32	Cc1ccc2c(CC(=O)N(Cc3ccc(Cl)cc3)Cc3ccco3)coc2c1	nt	-11%	?	-5%	-7%
33	CCN(CC)CCNC(=O)CCc1c(C)nc2c(c(C)nn2-c2ccc(C)cc2)c1C	i	5%	20%	-13%	-3%
34	COc1ccc(-c2cc(C(=O)N3CCCC3)no2)cc1	-1%	0%	99%[activator]	3%	1%
35	O=C(c1ccco1)N1CCN(CC(=O)N2CCCc3c2c(=O)oc2ccc(O)cc32)CC1	-1%	18%	9%	11%	-4%
36	CC1(C)CC(NC(=O)C2CCN(S(=O)(=O)c3cccc(C(F)(F)F)c3)CC2)CC(C)(C)N1	-9%	0%	16%	-20%	nt
37	CCc1nc(SCC(=O)Nc2nnc(CC)s2)c2c(=O)n(C)c(=O)n(C)c2n1	-10%	0%	-2%	-3%	2%
38	CCCCN(C)CCCNC(=O)CN1C(=O)COc2ccc(S(=O)(=O)N3CCC(C)CC3)cc21	-2%	2%	31%[activator]	3%	1%
39	O=C(CSc1nc(-c2ccccc2)cc(=O)[nH]1)Nc1ccc(F)c(F)c1	-2%	-1%	18%	30%	-7%
40	CCOc1cc(CNc2ccc(CNc3ncn[nH]3)cc2)ccc1OCc1ccccc1	i	-4%	10%	?	-2%
41	CCOc1ccccc1CNC(=O)Cn1ccc2cc(S(=O)(=O)N3CCC(C)CC3)ccc21	-2%	3%	18%	-15%	-6%
42	COc1ccccc1N(C)S(=O)(=O)c1ccc(C(=O)OCC(=O)N(C(C)C)C(C)C)cc1	0%	9%	?	-12%	-3%
43	COc1cccc(C(=O)Nc2c(F)c(F)c(F)c(F)c2F)c1	-8%	4%	21%	4%	-7%
44	COc1ccc(C(=O)NCC2OCCc3ccccc32)cc1 (stereo not given)	-5%	-17%	-4%	-16%	-1%
45	[O-][n+]1onc2c3cc(-c4ccccc4)nnc3ccc21	-2%	5%	56%[activator]	-1%	0%
46	COC(=O)C1SCCN1S(=O)(=O)c1ccc(Cl)cc1 (stereo not given)	-7%	9%	-12%[58.9 µM]	nt	nt

no.	HP1b chromo inh	G9a block	JMJD2A Tudor	Pin1 inh
31	27%	-40%[12.7 µM]	-21%	-4%
32	47%	-16%[59 µM]	11%	65%[activator]
33	28%	26%	-8%	-2%
34	27%	-5%[59 µM]	-1%	-5%
35	9%	?	-15%	4%
36	29%	-13%[12.7 µM]	-12%	-11%
37	40%[activator]	nt	-1%	-1%
38	40%[activator]	-7%[59 µM]	3%	-4%
39	31%	7%	-6%	-2%
40	-8%	8%[59 µM]	?	2%
41	14%	6%[59 µM]	-12%	44%[activator]
42	22%	7%	8%	?
43	30%	-46%	3%	-1%
44	45%	10%[59 µM]	-8%	2%
45	47%[activator]	20%[2.33 µM]	-24%	-7%
46	6%	nt	-1%	-4%

Screening results (PubChem BioAssay)
